D2 antagonist: antagonists of human D2 dopamine receptor; P14416; HEK293 TREx D2 cells, calcium flux, dopamine EC80; inhibition, % at 10 µM; actives 2% (n = 340,000); in the data active = inhibition above about 30%; note: 0% is about no effect
Target sequence (P14416 whole entry, looked up): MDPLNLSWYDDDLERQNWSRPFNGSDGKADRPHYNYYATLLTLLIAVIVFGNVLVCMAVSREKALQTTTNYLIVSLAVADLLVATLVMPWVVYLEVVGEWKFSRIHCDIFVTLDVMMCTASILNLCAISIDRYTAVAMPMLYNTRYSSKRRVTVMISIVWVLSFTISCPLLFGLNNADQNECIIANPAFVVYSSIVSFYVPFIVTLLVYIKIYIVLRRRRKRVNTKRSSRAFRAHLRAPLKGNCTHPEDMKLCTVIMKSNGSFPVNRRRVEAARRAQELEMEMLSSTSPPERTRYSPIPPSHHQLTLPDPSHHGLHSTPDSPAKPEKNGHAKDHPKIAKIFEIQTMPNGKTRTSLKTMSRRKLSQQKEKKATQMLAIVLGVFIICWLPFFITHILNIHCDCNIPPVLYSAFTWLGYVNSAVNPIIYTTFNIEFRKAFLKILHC
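Compounds are added to dye-loaded, induced HEK293 T-REx cells coupled to calcium release via D2; after a 3 min kinetic read an EC80 dopamine stimulus is given and fluorescence is recorded for 3 more min.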
RXFP1 antagonist: blocks the human relaxin receptor RXFP1 | Q9HBX9 | HEK293-RXFP1, relaxin-stimulated cAMP HTRF, 30 min; active compounds read low | AID 1259400 | actives 0.59% (n = 350,000) | activity change, negative = inhibition, % at 57.5 µM;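 active = activity change of -60% or lower, but not beyond a set lower limit; inconclusive = change between -60% and -40%, or beyond the set limit; inactive = change above -40%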; note: % is set by controls: 0 for no effect and ±100 for the full control effect
D2 potentiator: positively modulates the human D2 dopamine receptor allosterically; P14416; HEK293 T-REx D2, calcium flux, EC20 dopamine potentiation; potentiation, % at 10 µM; actives 0.34% (n = 340,000);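 active = potentiation over 3 SD above the plate norm, cut at about 30% in these data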; note: 0% is about no effect
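Cells plated with tetracycline inducer and held overnight at 30 C; calcium dye loaded 30–90 min at room temperature; baseline taken, compound added and read 180 s; EC20 dopamine then added and read 180 s.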
TRHR ag: agonists of human TRH receptor; P34981; TRHR cells, calcium flux fluo-8, FDSS agonist mode; activation, % at 2 µM; actives 0.18% (n = 360,000); note: 0% is about no effect
Target sequence (P34981 whole entry, looked up): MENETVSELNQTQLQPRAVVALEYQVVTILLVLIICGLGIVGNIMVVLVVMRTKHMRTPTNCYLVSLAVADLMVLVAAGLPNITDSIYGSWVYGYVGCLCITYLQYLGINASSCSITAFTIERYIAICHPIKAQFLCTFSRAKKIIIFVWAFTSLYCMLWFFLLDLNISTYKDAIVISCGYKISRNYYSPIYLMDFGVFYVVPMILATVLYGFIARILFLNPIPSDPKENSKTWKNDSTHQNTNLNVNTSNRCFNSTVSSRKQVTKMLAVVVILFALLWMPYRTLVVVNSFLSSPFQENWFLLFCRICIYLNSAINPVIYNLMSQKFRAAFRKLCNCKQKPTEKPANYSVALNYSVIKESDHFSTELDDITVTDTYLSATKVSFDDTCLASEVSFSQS
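Steps: seed TRHR cells overnight; add fluo-8 no-wash Ca dye, RT 30 min–1.5 h; record 10 s baseline; pin-transfer compounds; monitor fluorescence 1 cycle/s for the agonist window. Calcium increases flag candidate agonists.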
D1 potentiator: enhances dopamine response at the human D1 receptor. P21728. HEK293 TREx D1 cells, calcium flux, dopamine EC20 potentiation. potentiation, % at 10 µM. actives 0.036% (n = 360,000). AID 504651; in the data active = potentiation above about 30%; note: 0% is about no effect
D1 ag: human D1 receptor agonism; AID 504660; activation, % at 2 µM; P21728; HEK293 T-REx D1 cells, calcium flux, agonist mode; actives 1% (n = 360,000); note: 0% is about no effect
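Inducible HEK293 T-REx D1 cells, force-coupled to calcium signalling, were plated at 4000 cells/well with tetracycline and held overnight at 30 C. After no-wash calcium dye loading, compound-evoked calcium rise over 180 s flagged agonists.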
D2 agonist: activates the human D2 dopamine receptor; P14416; HEK293 T-REx D2 cells, calcium flux agonist mode; activation, % at 2 µM; actives 0.53% (n = 340,000);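 active = activation over 3 SD above normal in the single-dose calcium agonist read, cut at about 30% in these data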; note: 0% is about no effect
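HEK293 Trex D2 cells, tetracycline-induced, o/n 30 C 5% CO2; no-wash Ca dye, RT 30–90 min; 10-cycle baseline, 23 nl cpd added, kinetic Ca read 180 s; agonist hits = positive Ca response.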
D1 antag: human D1 dopamine receptor antagonism. HEK293 TREx D1 cells, calcium flux, dopamine EC80; active compounds read low. AID 504652. actives 3.2% (n = 360,000). activity change, negative = inhibition, % at 10 µM. P21728; in the data active = activity change below about -30%; note: % is set by controls: 0 for no effect and ±100 for the full control effect
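Antagonism measured as reduced calcium response to an EC80 dopamine addition following 180 s compound pre-read; cells were inducible HEK293 Trex D1 plated overnight at 30 C, read kinetically at 1 cycle/sec.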
TRHR PAM: allosterically enhances the human TRH receptor; enhancement, % at 2 µM; P34981; TRHR cells, fluo-8 calcium fluorescence, EC20 TRH enhancement; actives 0.66% (n = 360,000); in the data active = enhancement above about 30%; note: 0% is about no effect
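Enhancer read-out: after compound pinning and an initial kinetic agonist-mode read, an EC20 of TRH (10 nM final) was injected and fluo-8 calcium signal (Ex 480/Em 530) followed at 1 s/cycle for 100 cycles in TRHR-expressing cells.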
* = called active by the depositor; & = joins results of further samples. Cut-off read from the data, not from the text of the source, unless noted: active = activation above about 30%; inactive = the rest.

What do the screens show for `O=C(COC(=O)/C=C/c1ccc(C(F)(F)F)cc1)NCCC1=CCCCC1`?
D2 antagonist: 0; RXFP1 antagonist: 6; D2 potentiator: 0; TRHR ag: 1.1; D1 potentiator: -2; D1 ag: 1; D2 agonist: -0.8; D1 antag: -6; TRHR PAM: -8

What do the screens show for `O=C(NN=C1CCCCCCCCCCC1)c1ccccc1F`?
D2 antagonist: 5; D2 potentiator: 8; TRHR ag: 0.3; D1 potentiator: -2; D1 ag: 4; D2 agonist: 0.4; D1 antag: 19; TRHR PAM: -2

What do the screens show for `Cc1noc(C)c1S(=O)(=O)Nc1ccc(C(=O)O)cc1`?
D2 antagonist: -3; RXFP1 antagonist: -4; D2 potentiator: 0; TRHR ag: 0.6; D1 potentiator: -1; D1 ag: 3; D2 agonist: 1.3; D1 antag: -2; TRHR PAM: 1

What do the screens show for `O=C(CN1CCN(c2ccccc2Cl)CC1)NC1CCCc2ccccc21` (stereo not drawn)?
D2 antagonist: 7; D2 potentiator: -16; TRHR ag: -1.2; D1 potentiator: 7; D1 ag: 2; D2 agonist: -1.3; D1 antag: 3; TRHR PAM: 6

Results for Cc1cc(NC(=O)CSc2ccc(Cl)cc2)no1 ?
RXFP1 antagonist: -2; TRHR ag: -4.9; D1 potentiator: -4; D1 ag: 3; D1 antag: 3; TRHR PAM: -3

What do the screens show for `O=C(CSc1nnc(NC(=O)C2CCC2)s1)Nc1ccccc1F`?
D2 antagonist: 16; RXFP1 antagonist: inconclusive; D2 potentiator: -6; TRHR ag: -0.9; D1 potentiator: -4; D1 ag: 1; D2 agonist: -0.5; D1 antag: 5; TRHR PAM: 1

Results for CC(C)COc1ccc(C(=O)N2CCC(c3nc4ccccc4s3)CC2)cc1 ?
RXFP1 antagonist: -25; D2 potentiator: -2; TRHR ag: 1.3; D1 potentiator: -2; D1 ag: 6; D2 agonist: -0.8; D1 antag: -1; TRHR PAM: 0

Results for O=C(Cc1ccc(NC(=O)N2CCSc3ncccc32)cc1)NCc1ccccc1 ?
RXFP1 antagonist: -13; D2 potentiator: 0; TRHR ag: 0.2; D1 potentiator: -2; D1 ag: -1; D2 agonist: 0.6; D1 antag: -12; TRHR PAM: 2

How did Cc1ccc(-n2nnnc2SC(C)C(=O)NCC(=O)Nc2ccc(F)c(F)c2F)c(C)c1 (stereo not drawn) do in these assays?
D2 antagonist: 9; RXFP1 antagonist: 16; D2 potentiator: -1; TRHR ag: 0.0; D1 potentiator: -2; D1 ag: 3; D2 agonist: 0.5; D1 antag: -3; TRHR PAM: -1

How did O=C(CSc1nc2ccccc2c(=O)[nH]1)Nc1ccc(S(=O)(=O)N2CCCC2)cc1 do in these assays?
D2 antagonist: -14; RXFP1 antagonist: 5; D2 potentiator: -2; TRHR ag: 0.4; D1 potentiator: 0; D1 ag: 3; D2 agonist: -0.9; D1 antag: -20; TRHR PAM: -7

How did Cn1c(CSc2ncccn2)nnc1SCC(=O)N1CCCC1 do in these assays?
D2 antagonist: -18; RXFP1 antagonist: 4; D2 potentiator: 2; TRHR ag: 0.6; D1 potentiator: 2; D1 ag: 3; D2 agonist: 0.1; D1 antag: -14; TRHR PAM: 9

What do the screens show for `O=C1CC(N(O)c2ccccc2)C(=O)N1c1cc(Cl)cc(Cl)c1` (stereo not drawn)?
RXFP1 antagonist: 4; TRHR ag: 0.4; D1 potentiator: -6; D1 ag: 2; D1 antag: 4; TRHR PAM: -4

What do the screens show for `O=C(Nc1ccc(S(=O)(=O)N2CCCCCC2)cc1)c1[nH]ncc1[N+](=O)[O-]`?
D2 antagonist: -3; D2 potentiator: 4; TRHR ag: 0.1; D1 potentiator: -6; D1 ag: 7; D2 agonist: -0.9; D1 antag: -34*; TRHR PAM: 0

Results for CC(CC(=O)O)CC(=O)Nc1ccccc1C(=O)O (stereo not drawn) ?
D2 antagonist: 6; RXFP1 antagonist: -15; D2 potentiator: -6; TRHR ag: 0.0; D1 potentiator: -4; D1 ag: 4; D2 agonist: 0.3; D1 antag: -30*; TRHR PAM: -4

Results for COc1ccc(CNC(=O)C2CCN(c3nnc(N4CCCC4=O)s3)CC2)cc1 ?
D2 antagonist: 6; RXFP1 antagonist: 4; D2 potentiator: 11; TRHR ag: 0.0; D1 potentiator: -8; D1 ag: -1; D2 agonist: -0.5; D1 antag: -14; TRHR PAM: -2

Sorted by SMILES length (falling): some entries from above.
What do the screens show for `O=C(CN1CCN(c2ccccc2Cl)CC1)NC1CCCc2ccccc21` (stereo not drawn)?
D2 antagonist: 7; D2 potentiator: -16; TRHR ag: -1.2; D1 potentiator: 7; D1 ag: 2; D2 agonist: -1.3; D1 antag: 3; TRHR PAM: 6

What do the screens show for `O=C(CSc1nnc(NC(=O)C2CCC2)s1)Nc1ccccc1F`?
D2 antagonist: 16; RXFP1 antagonist: inconclusive; D2 potentiator: -6; TRHR ag: -0.9; D1 potentiator: -4; D1 ag: 1; D2 agonist: -0.5; D1 antag: 5; TRHR PAM: 1

What do the screens show for `O=C(NN=C1CCCCCCCCCCC1)c1ccccc1F`?
D2 antagonist: 5; D2 potentiator: 8; TRHR ag: 0.3; D1 potentiator: -2; D1 ag: 4; D2 agonist: 0.4; D1 antag: 19; TRHR PAM: -2

(further entries)
Results for COc1cccc(NC(=O)CSc2nnc(Cn3cnc([N+](=O)[O-])n3)n2C)c1 ?
D2 antagonist: 10; RXFP1 antagonist: 7; D2 potentiator: -1; TRHR ag: 0.0; D1 potentiator: 5; D1 ag: 2; D2 agonist: 0.9; D1 antag: -20; TRHR PAM: 2

How did CC1CCCCN1CC(=O)Nc1ccccc1Sc1ccccc1 (stereo not drawn) do in these assays?
D2 antagonist: -2; RXFP1 antagonist: -20; D2 potentiator: -3; TRHR ag: 1.9; D1 potentiator: 2; D1 ag: 7; D2 agonist: 4.0; D1 antag: 16; TRHR PAM: -5

What do the screens show for `OCCC1CN(Cc2ccccc2O)CCN1CCc1ccccc1` (stereo not drawn)?
D2 antagonist: 18; RXFP1 antagonist: -13; D2 potentiator: -16; TRHR ag: -1.0; D1 potentiator: -8; D1 ag: 6; D2 agonist: -4.8; D1 antag: 9; TRHR PAM: -3

What do the screens show for `CCOc1ccc(NC(=O)c2ccc(NC(=O)Cc3n[nH]c(=O)c4ccccc34)cc2)cc1`?
D2 antagonist: -3; RXFP1 antagonist: 11; D2 potentiator: 1; TRHR ag: 0.1; D1 potentiator: -2; D1 ag: 4; D2 agonist: 1.2; D1 antag: -17; TRHR PAM: 2

What do the screens show for `C[C@H](NC(=O)c1nc[nH]c1C(=O)N(C)Cc1ccccc1)c1ccccc1`?
D2 antagonist: -12; D2 potentiator: 10; TRHR ag: 0.2; D1 potentiator: 4; D1 ag: -1; D2 agonist: -0.2; D1 antag: 6; TRHR PAM: 5

How did COc1ccc(S(=O)(=O)Nc2c(C)nc3nc[nH]n3c2=O)cc1 do in these assays?
D2 antagonist: -9; RXFP1 antagonist: -11&-1; D2 potentiator: 19&2; TRHR ag: 0.7&0.5; D1 potentiator: 0&-1; D1 ag: 0&11; D2 agonist: -0.1&3.3; D1 antag: -2&-5; TRHR PAM: 2&-3

How did O=C(O)CCCNS(=O)(=O)c1ccc2c(c1)OCCCO2 do in these assays?
RXFP1 antagonist: -2; D2 potentiator: 2; TRHR ag: -0.1; D1 potentiator: 6; D1 ag: 4; D1 antag: 6; TRHR PAM: 6

What do the screens show for `Cc1ccc(S(=O)(=O)Nc2cccc(C(=O)N3CCOCC3)c2)cc1`?
D2 antagonist: -17; RXFP1 antagonist: -3; D2 potentiator: -5; TRHR ag: 0.7; D1 ag: 4; D2 agonist: 1.2; D1 antag: -14; TRHR PAM: -3

Results for COc1ccc(C(=O)COC(=O)[C@H](C)Nc2ccc(C(F)(F)F)cc2[N+](=O)[O-])cc1 ?
D2 antagonist: -12; RXFP1 antagonist: -3; D2 potentiator: 14; TRHR ag: 0.9; D1 potentiator: 1; D1 ag: 1; D2 agonist: 1.0; TRHR PAM: 4

Results for NCCSC1CC(=O)N(Cc2ccc(F)cc2)C1=O (stereo not drawn) ?
D2 antagonist: -6; RXFP1 antagonist: -17; D2 potentiator: 0; TRHR ag: 0.9; D1 potentiator: 1; D1 ag: -1; D2 agonist: 1.0; D1 antag: -5; TRHR PAM: 3

How did CCCSc1nc2c(c(=O)[nH]c(=O)n2C)n1C do in these assays?
D2 antagonist: -17; RXFP1 antagonist: -2; D2 potentiator: -7; TRHR ag: 1.1; D1 potentiator: -12; D1 ag: 2; D2 agonist: -0.2; D1 antag: 1; TRHR PAM: -5

What do the screens show for `O=C1OC(OC(=O)c2ccccc2Br)C(N2CCOCC2)=C1Cl` (stereo not drawn)?
D2 antagonist: 18; RXFP1 antagonist: 0; D2 potentiator: -23; TRHR ag: 0.2; D1 potentiator: -4; D1 ag: 10; D2 agonist: 2.1; D1 antag: 6; TRHR PAM: 1

What do the screens show for `Cc1ccc(C)c(S(=O)(=O)N2CCCOC2CNC(=O)C(=O)NCc2ccncc2)c1` (stereo not drawn)?
D2 antagonist: -9; RXFP1 antagonist: -5; D2 potentiator: 4; TRHR ag: 0.8; D1 potentiator: -2; D1 ag: -1; D2 agonist: 0.2; D1 antag: 14; TRHR PAM: -2

What do the screens show for `Cc1cc(C(=O)NNC(=O)c2cccs2)c(C)o1`?
D2 antagonist: 10; RXFP1 antagonist: 4; D2 potentiator: -2; TRHR ag: 0.0; D1 potentiator: 3; D1 ag: 1; D2 agonist: 0.0; D1 antag: 16; TRHR PAM: -7

How did COc1ccc([C@@H]2CC=C(C(=O)O)[C@H](c3ccc(Cl)cc3)N2S(=O)(=O)c2ccccc2C)cc1 do in these assays?
D2 antagonist: -2; D2 potentiator: 8; TRHR ag: -0.6; D1 potentiator: -9; D1 ag: -2; D2 agonist: 0.1; D1 antag: -7; TRHR PAM: -2

Results for C=CCn1c(NC(C)c2cc(Cl)ccc2O)nc2ccccc21 (stereo not drawn) ?
D2 antagonist: 7; D2 potentiator: -6; TRHR ag: 1.0; D1 potentiator: -7; D1 ag: 11; D2 agonist: 0.3; D1 antag: -8; TRHR PAM: 1

Results for O=C(NCCc1ccccc1Cl)c1ccc2c(c1)nc1n2CCCCC1 ?
RXFP1 antagonist: -9; D2 potentiator: 8; TRHR ag: -0.5; D1 potentiator: 2; D1 ag: -1; D2 agonist: 0.2; D1 antag: -6; TRHR PAM: 5

How did Brc1ccc(-c2csc(-c3ccncc3)n2)cc1 do in these assays?
D2 antagonist: -5; RXFP1 antagonist: -6; D2 potentiator: 6; TRHR ag: 0.9; D1 potentiator: -2; D1 ag: 3; D2 agonist: 1.1; D1 antag: -16; TRHR PAM: -8

What do the screens show for `Cc1ccc(S(=O)(=O)NCCN2CCN(S(=O)(=O)c3ccccc3Cl)CC2)cc1`?
D2 antagonist: -2; RXFP1 antagonist: -1; D2 potentiator: 0; TRHR ag: 0.0; D1 potentiator: -7; D1 ag: 7; D2 agonist: -0.4; D1 antag: -53*; TRHR PAM: -6
